Source: PubChem
SIAE primary: inhibitors of human sialic acid acetylesterase SIAE. SIAE FP-Rh probe binding, fluorescence polarization. Q9HAT2. AID 1053197. inhibition, % at 9.66 µM. actives 0.69% (n = 370,000);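 active means inhibition above a cutoff: mean of compounds within the control limits plus 3 SD of those, cut at about 17% in these data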;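 further: 0% = plate median of compound wells and 100% = probe without SIAE protein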
DDE Tn6 FP inh: disrupts Tn6 cyclic peptide binding to fibrin D-Dimer-E complex | inhibition, % at 8.3 µM | Fibrin DD(E) TRITC-Tn6 fluorescence polarization displacement | P02675 | actives 0.21% (n = 370,000);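 active means inhibition above a per-campaign cutoff: mean of compounds within control limits plus 3 SD, cut at about 15% in these data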;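 further: 0% = median of all compound wells on the plate and 100% = blocking peptide control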
ARFGAP1 inh: inhibitors of rat ARFGAP1; Q62848; actives 0.26% (n = 360,000); inhibition, % at 16.5 µM; Arfgap1-stimulated ARF1 GTP hydrolysis, GDP FP detection;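 active means inhibition above a per-plate limit, mean inhibition of low control wells plus 3 SD, cut at about 25% in these data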;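 further: 0% = DMSO wells with enzyme and 100% = wells lacking Arfgap1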
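Assay system: Rat Arfgap1 GAP domain (His6, aa 1-136), purified enzyme | Buffer or medium: HEPES 25 mM pH 7.5, NaCl 150 mM, MgCl2, DTT | Schedule: GTP hydrolysis reaction 2 h at 25 °C | Signal: FP of antibody-bound GDP Alexa 633 tracer, ex 620/em 688 nm | Measure: Percent inhibition of Arfgap1-stimulated GTP hydrolysis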
ADAM17 inh: inhibits human ADAM17. actives 0.83% (n = 370,000). recombinant ADAM17, EDANS/DABCYL FRET peptide cleavage. inhibition, % at 6.95 µM. AID 720648;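 active means inhibition above the mean of compounds lying between control limits plus 3 SD, set per campaign, cut at about 8.5% in these data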;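 further: 0% = DMSO-only wells as the low control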
ASAP1 GAP inh: ASAP1 ArfGAP inhibition; actives 0.19% (n = 360,000); Q9ULH1; inhibition, % at 16.5 µM; ASAP1-stimulated ARF1 GTP hydrolysis, GDP FP detection; in the data active means inhibition above about 25%;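 further: 0% = vehicle with enzyme and substrate and 100% = no enzyme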
Target sequence (Q9ULH1 325-724 limits assumed): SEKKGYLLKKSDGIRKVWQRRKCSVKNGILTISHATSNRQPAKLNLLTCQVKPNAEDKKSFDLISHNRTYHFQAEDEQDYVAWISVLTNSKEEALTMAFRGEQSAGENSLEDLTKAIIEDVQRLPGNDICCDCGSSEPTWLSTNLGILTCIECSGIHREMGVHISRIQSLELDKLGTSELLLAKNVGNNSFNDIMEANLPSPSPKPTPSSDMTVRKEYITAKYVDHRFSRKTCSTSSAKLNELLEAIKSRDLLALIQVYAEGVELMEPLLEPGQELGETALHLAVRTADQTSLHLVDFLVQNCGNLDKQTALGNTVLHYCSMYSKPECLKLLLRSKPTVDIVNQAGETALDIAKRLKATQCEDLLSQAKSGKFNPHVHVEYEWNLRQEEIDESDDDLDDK
ADAM10 inh: ADAM10 inhibition, QFRET primary screen; O14672; recombinant ADAM10, EDANS/DABCYL FRET peptide cleavage, 3 h; inhibition, % at 7 µM; actives 0.62% (n = 370,000);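 active means inhibition above a per-campaign cutoff equal to the mean of compounds falling between control-based bounds plus 3 SD, cut at about 20% in these data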;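 further: 0% = DMSO wells while the 100% control is not disclosed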
Target sequence (O14672 214-748 limits assumed): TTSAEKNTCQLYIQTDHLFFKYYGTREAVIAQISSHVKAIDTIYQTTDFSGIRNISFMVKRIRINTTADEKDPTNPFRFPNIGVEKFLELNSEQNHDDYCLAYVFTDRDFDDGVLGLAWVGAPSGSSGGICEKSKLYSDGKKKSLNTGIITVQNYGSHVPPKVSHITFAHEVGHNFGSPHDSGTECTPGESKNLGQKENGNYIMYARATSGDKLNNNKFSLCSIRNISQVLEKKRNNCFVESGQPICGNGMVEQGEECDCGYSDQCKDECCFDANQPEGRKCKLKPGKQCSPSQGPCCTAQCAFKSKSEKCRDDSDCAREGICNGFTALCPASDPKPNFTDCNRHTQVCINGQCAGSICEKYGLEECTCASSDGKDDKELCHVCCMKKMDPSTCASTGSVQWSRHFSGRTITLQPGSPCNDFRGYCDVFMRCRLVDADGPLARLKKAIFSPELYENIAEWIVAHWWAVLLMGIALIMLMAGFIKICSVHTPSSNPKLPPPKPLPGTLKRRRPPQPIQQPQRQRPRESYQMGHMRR
PLCb3 inh: blocks human PLC-beta3 enzyme activity | Q01970 | Purified PLC-beta3, fluorogenic substrate, fluorescence | inhibition, % at 12.2 µM | actives 0.18% (n = 370,000) | AID 720704; in the data active means inhibition above about 11%;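 further: 0% = median of compound wells on plate and 100% = full blocker control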
Tn7 DDE FP: inhibitors of Tn7 peptide binding to human fibrin DD(E). P02675. FP displacement of FITC-Tn7 peptide from fibrin DD(E); 0% = median of compound wells per plate. inhibition, % at 8.3 µM. actives 0.13% (n = 370,000);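 active means inhibition above the mean of compounds falling within the control limits plus 3 SD of them, cut at about 14% in these data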;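 further: 0% = plate median of compound wells and 100% = 10 µM Aha-Tn7 peptide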
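Test system – human fibrin DD(E) · Times – 10 min preincubation, 3 h with tracer, room temperature · Detection – fluorescence polarization of the labelled Tn7 tracer · Measure – percent inhibition normalized to high-control wells · Benchmarks – high control wells with 10 µM unlabelled Aha-Tn7 peptide (full inhibition) · Repeats – singlicate testing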
PLCg1 inh: blocks human PLC-gamma1 enzyme activity | inhibition, % at 12.2 µM | actives 0.84% (n = 370,000) | AID 720700 | purified PLC-gamma1, fluorogenic substrate, fluorescence; in the data active means inhibition above about 9.5%
TDP2 absorb: blocks human TDP2 phosphodiesterase activity; O95551; recombinant TDP2, T5PNP hydrolysis, p-nitrophenol absorbance 415 nm; inhibition, % at 12.8 µM; actives 0.34% (n = 370,000); AID 720702;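 active means inhibition above the mean of all tested compounds plus 3 SD, set per campaign, cut at about 25% in these data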;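 further: 0% = DMSO with enzyme and 100% = buffer with substrate but no TDP2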
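test system = human TDP2 enzyme | input = TDP2 enzyme at 120 nM final | medium = 50 mM Tris-HCl pH 7.5 with Mg2+, KCl, DTT, BSA | also added = T5PNP substrate, 5 mM | times = 2 h at 37 °C | technique = epi absorbance | benchmarks = high control without enzyme, low control DMSO plus TDP2 | replication = each compound tested once, singlicate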
The depositor's hits bear a star; . = not tested or not shown.

Compound | Tn7 DDE FP | SIAE primary | ADAM17 inh | PLCb3 inh | DDE Tn6 FP inh | ASAP1 GAP inh | PLCg1 inh | ARFGAP1 inh | ADAM10 inh | TDP2 absorb
Cc1ccccc1OCC(=O)Nc1nnc(-c2ccco2)s1 | 4.6 | 5.0 | -0.6 | -8.8 | 2.5 | -7.9 | -1.6 | 0.7 | -1.0 | -1.6
CCOc1ccccc1C1NC(=O)c2ccccc2O1 (stereo not given) | -2.1 | 0.3 | -14.2 | -4.1 | 8.5 | 8.3 | -2.3 | 4.5 | -43.3 | 8.4
CCC(C(=O)Nc1nccs1)c1ccccc1 (stereo not given) | -0.2 | -1.9 | -1.4 | 1.6 | -0.9 | -0.7 | 6.8 | -2.4 | 7.9 | -8.2
O=C(Nc1c(-c2ccc(C(F)(F)F)cc2)nc2ncccn12)c1ccc(F)cc1 | -1.2 | 0.0 | -14.5 | -61.1 | -5.3 | . | -46.6 | . | -55.0 | 10.0
O=C(CSc1nnc(CNC(=O)c2ccccc2)o1)c1ccc(Cl)cc1 | -14.0 | -3.4 | 2.1 | -7.5 | 0.1 | -4.3 | 0.5 | 1.8 | 1.7 | -23.4
Cc1ccccc1NC(=O)CSc1nnc(C)c(=O)[nH]1 | 1.6 | 5.9 | 0.3 | -1.8 | 7.3 | -9.1 | 6.4 | 1.9 | 0.3 | 4.8
Cc1ccc(NC(=S)NNC(=O)c2nnn(-c3ccccc3)c2C)cc1 | -4.2 | 3.0 | 4.7 | 1.4 | 4.9 | -5.9 | 6.0 | 14.7 | 6.1 | -2.4
O=[n+]1c2c(n([O-])c3cc(Br)ccc31)CCC2 | 3.5 | 0.7 | -1.0 | 0.4 | 3.6 | -8.3 | -0.9 | 3.3 | -4.3 | 2.6
Cc1ccsc1/C=N/NC(=O)C(O)c1ccccc1 (stereo not given) | -3.0 | -12.0 | -2.9 | -2.8 | 3.5 | 13.2 | 0.4 | 1.6 | 0.7 | 9.2
COc1cccc(CN(C)C(=O)c2ccc(S(=O)(=O)N3CCCC3)cc2)c1OC | -6.1 | 8.3 | 1.3 | -0.1 | -3.3 | -5.9 | 3.5 | 8.8 | 3.2 | 16.2
CN(CC(=O)Nc1ccccc1Br)C(=O)COc1cccc2c1OC(C)(C)C2 | 8.0 | -1.5 | -2.3 | -14.1 | 1.8 | 5.8 | -2.5 | 12.5 | -1.6 | -5.3
CC(=O)c1cccc(OCCCOc2cccc3cccnc23)c1 | 2.0 | 3.2 | 1.0 | -24.5 | 2.0 | -0.2 | -17.3 | 7.0 | 2.9 | -2.8
Cc1ccc[n+](CC2OCc3ccccc3CO2)c1 | -4.6 | 3.7 | 2.5 | -2.3 | -0.5 | -1.3 | -1.4 | 2.6 | 1.8 | -2.8
CCC1=C(OC(=O)N(CC)CC)N2C(=O)OC(=NCC(=O)OC)[C@]2(Cc2ccccc2)[C@H]2C1=CC[C@H]1C(=O)N(C)C(=O)[C@H]12 | 7.4 | 3.2 | -3.5 | -3.5 | 2.2 | -5.1 | -3.3 | -10.4 | -4.1 | 3.7
O=C(OC1CCCCC1=O)c1cc(=O)c2ccccc2o1 (stereo not given) | 6.1 | -0.2 | -0.4 | 1.2 | 0.3 | 5.6 | 4.8 | 4.3 | 0.1 | 5.1
CCc1cc(C(=O)NCC(C)(C)N2CCOCC2)sc1C | -1.5 | 2.3 | -2.0 | -6.9 | -6.9 | 6.1 | -27.4 | 20.0 | -15.7 | 6.1
O=C1COc2ccc(C(=O)COC(=O)c3cnc(Cl)c(Cl)c3)cc2N1 | 4.3 | -6.0 | 0.7 | -1.6 | 2.2 | 9.5 | 0.2 | 2.8 | 2.5 | -1.3
O=C(CN1C(=O)NC(c2ccccc2)(c2ccccc2)C1=O)Nc1ccc(N2CCOCC2)cc1 | 0.4 | 1.2 | 0.4 | 2.7 | -1.5 | 12.1 | 1.5 | 4.9 | 5.5 | -2.2
CC(C)(C)C(=O)OCc1cn(-c2ccccc2)nn1 | 4.2 | -2.3 | -2.4 | 5.7 | -5.1 | -3.1 | 11.3* | -11.8 | -5.5 | 2.3
CC(C)(C)C1CCC(OC(=O)C[N+]2(C)CCCC2)CC1 (stereo not given) | -0.6 | 2.0 | 1.5 | 2.8 | 2.0 | 2.0 | 3.0 | 11.2 | 3.1 | -0.9

The list goes on:
Compound | Tn7 DDE FP | SIAE primary | ADAM17 inh | PLCb3 inh | DDE Tn6 FP inh | ASAP1 GAP inh | PLCg1 inh | ARFGAP1 inh | ADAM10 inh | TDP2 absorb
Clc1ccc(C2Nc3cccc4cccc(c34)N2)c(Cl)c1 | -6.0 | 20.3* | -1.7 | -15.9 | -0.2 | 5.7 | -11.7 | -7.5 | 2.7 | 3.6
Cc1cc([N+](=O)[O-])nn1CCCC(=O)O | 5.0 | 0.1 | 2.6 | -20.7 | -7.4 | -17.5 | 4.5 | -0.3 | 4.0 | -6.2
S=C1NC2(CCCCCC2)NN1c1ccccc1 | -7.0 | 8.3 | 8.3 | 8.5 | -2.1 | 15.6 | 4.8 | -1.5 | 9.6 | -15.8
O=C(O)c1ccc(S(=O)(=O)N2CCSCC2)cc1 | 1.6 | -0.3 | 4.6 | -1.6 | -3.5 | 8.6 | 5.6 | 10.1 | -1.1 | 3.5
CCOc1ccccc1NC(=O)c1cnccn1 | 1.0 | 0.9 | -1.9 | -2.5 | -1.1 | -12.8 | 0.4 | 5.3 | 10.6 | -12.1
CC(=O)O/N=C(/c1nonc1N)N1CCN(c2ccc([N+](=O)[O-])cc2Cl)CC1 | -1.9 | -1.6 | -2.6 | -5.2 | -4.6 | 2.6 | -1.3 | -0.9 | -2.6 | 5.0

Reformatted: entries from further up
The line under a structure holds: Tn7 DDE FP	SIAE primary	ADAM17 inh	PLCb3 inh	DDE Tn6 FP inh	ASAP1 GAP inh	PLCg1 inh	ARFGAP1 inh	ADAM10 inh	TDP2 absorb
> CCC1=C(OC(=O)N(CC)CC)N2C(=O)OC(=NCC(=O)OC)[C@]2(Cc2ccccc2)[C@H]2C1=CC[C@H]1C(=O)N(C)C(=O)[C@H]12
  7.4	3.2	-3.5	-3.5	2.2	-5.1	-3.3	-10.4	-4.1	3.7
> O=C(OC1CCCCC1=O)c1cc(=O)c2ccccc2o1 (stereo not given)
  6.1	-0.2	-0.4	1.2	0.3	5.6	4.8	4.3	0.1	5.1
> CCc1cc(C(=O)NCC(C)(C)N2CCOCC2)sc1C
  -1.5	2.3	-2.0	-6.9	-6.9	6.1	-27.4	20.0	-15.7	6.1
> O=C1COc2ccc(C(=O)COC(=O)c3cnc(Cl)c(Cl)c3)cc2N1
  4.3	-6.0	0.7	-1.6	2.2	9.5	0.2	2.8	2.5	-1.3
> O=C(CN1C(=O)NC(c2ccccc2)(c2ccccc2)C1=O)Nc1ccc(N2CCOCC2)cc1
  0.4	1.2	0.4	2.7	-1.5	12.1	1.5	4.9	5.5	-2.2
> CC(C)(C)C(=O)OCc1cn(-c2ccccc2)nn1
  4.2	-2.3	-2.4	5.7	-5.1	-3.1	11.3*	-11.8	-5.5	2.3
> CC(C)(C)C1CCC(OC(=O)C[N+]2(C)CCCC2)CC1 (stereo not given)
  -0.6	2.0	1.5	2.8	2.0	2.0	3.0	11.2	3.1	-0.9
> Clc1ccc(C2Nc3cccc4cccc(c34)N2)c(Cl)c1
  -6.0	20.3*	-1.7	-15.9	-0.2	5.7	-11.7	-7.5	2.7	3.6
> Cc1cc([N+](=O)[O-])nn1CCCC(=O)O
  5.0	0.1	2.6	-20.7	-7.4	-17.5	4.5	-0.3	4.0	-6.2
> S=C1NC2(CCCCCC2)NN1c1ccccc1
  -7.0	8.3	8.3	8.5	-2.1	15.6	4.8	-1.5	9.6	-15.8
> O=C(O)c1ccc(S(=O)(=O)N2CCSCC2)cc1
  1.6	-0.3	4.6	-1.6	-3.5	8.6	5.6	10.1	-1.1	3.5
> CCOc1ccccc1NC(=O)c1cnccn1
  1.0	0.9	-1.9	-2.5	-1.1	-12.8	0.4	5.3	10.6	-12.1
> CC(=O)O/N=C(/c1nonc1N)N1CCN(c2ccc([N+](=O)[O-])cc2Cl)CC1
  -1.9	-1.6	-2.6	-5.2	-4.6	2.6	-1.3	-0.9	-2.6	5.0
